# Assay outcomes deposited in PubChem by several laboratories.
# Rv3671c protease: inhibits the M. tuberculosis serine protease Rv3671c | P9WHR9 | 0.048% of 320,000 active | AID 2606 | inhibition, % at 5.96 µM; in the data active = inhibition above about 38%;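 also: extracellular domain of Rv3671c used as enzyme; 0% = enzyme with DMSO and 100% = no enzyme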
# Target sequence (P9WHR9 whole entry, looked up, the tested form may be a part): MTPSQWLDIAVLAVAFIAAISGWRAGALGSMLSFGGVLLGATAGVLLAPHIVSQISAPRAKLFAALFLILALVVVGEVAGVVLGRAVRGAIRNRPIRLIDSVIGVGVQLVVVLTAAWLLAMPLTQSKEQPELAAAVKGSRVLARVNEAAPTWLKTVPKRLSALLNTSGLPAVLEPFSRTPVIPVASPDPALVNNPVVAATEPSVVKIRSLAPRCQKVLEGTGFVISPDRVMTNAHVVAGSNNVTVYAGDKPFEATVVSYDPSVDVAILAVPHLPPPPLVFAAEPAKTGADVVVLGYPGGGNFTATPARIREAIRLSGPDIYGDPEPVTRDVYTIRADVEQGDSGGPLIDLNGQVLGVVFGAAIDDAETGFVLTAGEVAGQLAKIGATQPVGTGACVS
# DUSP3 inh: blocks human VHR1 dual specificity phosphatase. P51452. recombinant VHR phosphatase, pNPP absorbance. AID 1654. inhibition, % at 13.3 µM. 0.52% of 290,000 active; in the data active = inhibition above about 50%; also: some compounds called inactive have numbers as strong as hits
# Target sequence (P51452 whole entry, looked up): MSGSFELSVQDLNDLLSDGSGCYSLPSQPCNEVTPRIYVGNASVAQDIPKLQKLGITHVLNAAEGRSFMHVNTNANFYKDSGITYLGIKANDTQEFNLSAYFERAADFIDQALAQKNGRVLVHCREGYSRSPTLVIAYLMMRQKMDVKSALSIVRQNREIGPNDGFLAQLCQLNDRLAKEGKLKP
# Mtb FBA inh: Mtb fructose-bisphosphate aldolase inhibition; 2.3% of 360,000 active; P9WQA3; purified M. tuberculosis FBA, fluorescence read-out; inhibition, % at 1 µM; in the data active = inhibition above about 27%;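 also: 0% = vehicle and 100% = reference inhibitor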
# BH1578 lux ind: inducers of Vibrio cholerae quorum light production without autoinducers. V. cholerae BH1578 lux reporter, luminescence, 6 h. activation, % at 18.7 µM. 0.16% of 350,000 active; in the data active = activation mostly above about 9.7%, no sharp cut-off; also: not every result past the cut was called active; inactives centre near 0; reference of the scale not given here
# GDH-TPI inh: counter-screen for M. tuberculosis FBA inhibitors: GDH-TPI coupled enzymes | AID 588335 | GDH-TPI coupled enzyme counterscreen, NADH absorbance | inhibition, % at 4.8 µM | 1.2% of 360,000 active; in the data active = inhibition above about 30%;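 also: 0% = DMSO wells and 100% = wells lacking the enzyme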
# MazEF act: activators of E. coli MazEF toxin-antitoxin RNase | P0AE70 | FAM/BHQ RNA-DNA oligo cleavage fluorescence, 5 h | activation, % at 20 µM | 0.32% of 350,000 active | AID 504720; in the data active = activation above about 50%
# UGM FP inh: blocks M. tuberculosis UGM enzyme; purified UGM, fluorescence polarization probe displacement; inhibition, % at 10 µM; 0.06% of 320,000 active; in the data active = inhibition above about 10%, passing the limit was not always enough
# Target sequence (P9WIQ1 whole entry, looked up): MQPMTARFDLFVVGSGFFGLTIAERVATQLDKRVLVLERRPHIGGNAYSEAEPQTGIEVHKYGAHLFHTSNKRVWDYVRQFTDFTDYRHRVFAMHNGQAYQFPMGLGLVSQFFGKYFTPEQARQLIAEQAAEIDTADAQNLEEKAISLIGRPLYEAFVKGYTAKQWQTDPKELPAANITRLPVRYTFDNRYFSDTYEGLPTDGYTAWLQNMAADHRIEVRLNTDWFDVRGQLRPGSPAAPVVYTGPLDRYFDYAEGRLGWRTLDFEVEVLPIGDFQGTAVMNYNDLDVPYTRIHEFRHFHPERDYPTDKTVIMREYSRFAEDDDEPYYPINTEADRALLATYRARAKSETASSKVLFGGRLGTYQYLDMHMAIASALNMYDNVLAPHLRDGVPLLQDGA
# SSB-PriA inh: inhibitors of Klebsiella pneumoniae PriA binding to SSB C-terminal tail | inhibition, % at 33 µM | 0.6% of 430,000 active | AlphaScreen SSBct-PriA binding, biotinylated peptide; in the data active = inhibition mostly above about 37%, no sharp cut-off; inactive = mostly below about 20%;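 also: plate controls were negative control peptide for no effect and reference peptide for full effect; strong numbers were not always called active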
# BioA inh: BioA (M. tuberculosis) enzyme inhibition | inhibition, % at 9.99 µM | 0.096% of 360,000 active | purified M. tuberculosis BioA enzyme, plate reader; in the data active = inhibition above about 40%
# SARS 3CLpro inh: SARS-CoV 3CLpro protease inhibition; recombinant SARS-CoV 3CLpro, quenched FRET peptide cleavage; 0.14% of 290,000 active; P0C6X7; inhibition, % at 6 µM; AID 1706; in the data active = inhibition above about 12%
# Active calls of the source: *; i = inactive; / = not tested or not shown.
# Preview, 5 compounds:
SMILES,Rv3671c protease,DUSP3 inh,Mtb FBA inh,BH1578 lux ind,GDH-TPI inh,MazEF act,UGM FP inh,SSB-PriA inh,BioA inh,SARS 3CLpro inh
COc1ccc(CC(=S)NCCc2ccccc2)cc1,-4.0,5.8,2.3,i,7.7,-4.8,-0.6,-17.9,0.2,-0.9
O=C(NCCCCc1ccccc1)C1CC(c2cccc(F)c2)=NO1 (centres undefined),-6.4,-11.7,-1.2,i,14.8,-3.9,-2.4,3.1,1.2,/
CCCCOc1ccc(NC(=O)c2cnc(C)cn2)cc1,4.5,0.0,3.6,17.5*,5.8,12.2,-0.9,-24.9,5.8,-0.8
CC1CN(S(=O)(=O)c2cccc3nsnc23)CC(C)O1 (centres undefined),0.5,-17.6,-2.3,-8.3,-6.6,1.3,-1.2,15.2,-0.6,-0.2
CS(=O)(=O)N1CCC(C(=O)N2CCN(c3ccc(F)cc3)CC2)CC1,5.3,-4.8,3.2,i,-2.2,2.4,0.4,-2.3,/,-2.3

# Results, repeating the preview:
SMILES,Rv3671c protease,DUSP3 inh,Mtb FBA inh,BH1578 lux ind,GDH-TPI inh,MazEF act,UGM FP inh,SSB-PriA inh,BioA inh,SARS 3CLpro inh
COc1ccc(CC(=S)NCCc2ccccc2)cc1,-4.0,5.8,2.3,i,7.7,-4.8,-0.6,-17.9,0.2,-0.9
O=C(NCCCCc1ccccc1)C1CC(c2cccc(F)c2)=NO1 (centres undefined),-6.4,-11.7,-1.2,i,14.8,-3.9,-2.4,3.1,1.2,/
CCCCOc1ccc(NC(=O)c2cnc(C)cn2)cc1,4.5,0.0,3.6,17.5*,5.8,12.2,-0.9,-24.9,5.8,-0.8
CC1CN(S(=O)(=O)c2cccc3nsnc23)CC(C)O1 (centres undefined),0.5,-17.6,-2.3,-8.3,-6.6,1.3,-1.2,15.2,-0.6,-0.2
CS(=O)(=O)N1CCC(C(=O)N2CCN(c3ccc(F)cc3)CC2)CC1,5.3,-4.8,3.2,i,-2.2,2.4,0.4,-2.3,/,-2.3
O=C(O)Cn1c(-c2ccccc2)nc2ccccc21,4.2,50.8*,8.0,-0.6,8.7,-12.0,0.3,-11.4,7.2,0.5
COc1cccc(CN(C)C(=O)c2ccccc2Sc2ccccc2C#N)c1OC,/,9.6,0.5,i,2.1,-7.6,-2.4,14.1,0.1,-3.1
CCC(C)(C)NC(=O)CN(C(=O)CCC(=O)Nc1ccccn1)c1ccc(F)c(Cl)c1,4.8,2.0,-7.4,4.8,-1.9,2.0,0.3,-8.0,-0.3,-3.3
O=Cc1ccc(-c2ccc(C(=O)O)cc2)o1,-1.1,4.4,8.5,i,42.0*,-2.7,-1.9,-9.5,-1.5,5.6
CC(=CCOc1ccc2ccc(=O)oc2c1)C1=CC(=O)C(C)(C)O1,/,/,7.5,-1.3,32.7*,-3.1,/,/,-0.3,/
Nc1ccc(C(=O)OCC(=O)Nc2ccc3c(c2)OCO3)cc1[N+](=O)[O-],6.2,-1.0,-0.5,-0.3,4.1,1.0,1.1,-2.1,/,-1.7
Cn1c(NCc2ccncc2)nc2cc(-c3ccsc3)sc2c1=O,/,/,0.6,-0.2,21.7,/,/,/,0.2,/
O=C(NCC1OCCc2ccccc21)c1ccco1 (centres undefined),4.1,9.7,-0.4,-0.4,8.7,3.5,-1.5,3.0,-1.5,1.5
O=C(O)CC(NC(=O)COc1ccccc1)c1cccc([N+](=O)[O-])c1 (centres undefined),-0.1,-12.8,-1.4,-0.4,5.0,-14.7,-0.6,7.2,-0.3,-0.7
NS(=O)(=O)c1ccc(CCNC(=O)c2cccc(OC(F)F)c2)cc1,-1.7,7.7,2.9,4.2,10.4,1.1,0.5,-29.2,0.6,-2.8
CCOC(=O)c1c(C)n(C(C)C)c2ccc(OC(=O)c3ccc(N4C(=O)CCC4=O)cc3)cc12,-16.5,14.7,-0.3,i,-0.4,1.9,4.1,1.9,1.7,2.1
COc1cc2c(cc1OC)C(c1ccccc1OC(C)C)CC(=O)N2 (centres undefined),-0.9,23.3,-2.2,-0.7,-3.5,7.9,1.4,-2.9,2.0,3.3
CCCCn1c(N)c(N(CCOC)C(=O)COC(=O)c2ccccc2NCCO)c(=O)[nH]c1=O,/,/,124.4*,-1.9,11.8,8.4,/,-14.3,-5.0,/
O=C(Nc1cccc(O)c1)C(=O)Nc1ccccn1,-14.5,-10.5,3.5,-3.1,4.7,-7.1,-1.6,-2.5,-2.1,-0.5
Cc1ccccc1CCN1CCCC(CN(C)CC(C)(C)C)C1 (centres undefined),1.1,19.2,-1.0,i,-0.5,7.5,-0.1,-2.6,-2.7,2.3
Cn1c(=O)c2c(ncn2CC(=O)N2CCc3ccccc3C2)n(C)c1=O,6.9,23.5,0.0,-1.0,-8.8,-8.4,2.2,-22.1,1.0,-1.7
O=C1C=C(c2ccccc2)C[C@@H](c2ccc3c(c2)OCO3)C1,-2.2,/,3.1,i,3.4,-8.0,0.8,-5.5,-0.7,/
COC(=O)c1ccc(NC(=S)NC2CCCCC2)cc1,-14.9,3.6,-1.3,-0.5,-15.5,1.1,-0.9,-6.5,1.2,2.7
FC(F)(F)c1cc(CCN2C(=S)NC[C@@H]2CC2CCCCC2)cc(C(F)(F)F)c1,6.9,11.1,1.0,i,6.7,3.4,1.8,-6.1,-3.4,/
Cc1cc(Cl)nc(-c2ccccc2O)n1,7.3,20.4,2.9,-2.6,2.6,4.2,0.2,-5.7,/,-4.3
COC(=O)CSc1nnc(-c2ccccn2)n1N,8.1,12.8,-1.5,-0.8,-4.6,-5.3,-1.0,-11.8,5.8,-1.4
CN(C)S(=O)(=O)c1ccc(N2CCCC2)c(C(=O)N2CCC(C(N)=O)CC2)c1,4.1,/,0.1,-0.4,-5.3,1.1,2.3,6.0,/,/
CC(C)(C)c1ccc(CC(=O)N2CCC2(C)C(=O)NCc2cccs2)cc1 (centres undefined),/,/,-2.0,i,3.1,/,/,/,-0.3,/
O=C1NC(=O)N(Cc2ccc(F)cc2)C(=O)/C1=C/c1cccs1,-54.9,3.3,-0.8,2.0,-3.7,2.5,0.3,0.6,/,4.2
Cc1ccc(NC(=O)CCc2ccc(C)o2)cc1,-0.1,-2.3,0.1,0.0,7.1,-20.7,0.7,7.5,-0.3,-1.1
COc1ccc(Cl)cc1NC(=O)C/C(C)=N/NC(=O)c1ccc(O)cc1,/,81.1,0.5,-0.4,2.9,4.4,1.0,/,-1.1,4.3
CC(=O)Nc1ccc(NC(=O)CCCSc2nc3ccccc3[nH]2)cc1,0.7,-8.7,5.1,i,-10.0,-0.8,0.9,-2.5,0.1,0.5
COc1cc(S(=O)(=O)N2CCOCC2)ccc1NC(=O)CN1c2cccc3cccc(c23)S1(=O)=O,-20.1,1.0,3.3,-0.6,6.3,0.8,-1.6,-8.2,-0.2,0.5
CCN(CC)S(=O)(=O)c1ccc(C)c(NC(=O)CSc2nnnn2C)c1,3.5,/,-1.2,i,4.6,3.5,0.0,4.3,-0.9,/
COc1ccc(-n2c(=O)c(CCC(=O)NCCc3ccccc3F)nc3ccccc32)cc1,-72.1,/,-2.2,i,9.5,3.9,1.2,4.8,3.6,/
CCCCOC(=O)c1ccccc1N,/,/,11.7,-0.3,9.0,1.9,/,-3.1,-1.1,/
Cn1c(Nc2ccc(Cl)cc2)cc(=O)n(C)c1=O,-4.0,7.4,0.0,-0.4,1.5,5.5,1.4,0.8,0.4,-1.3
Cc1nn(CC(=O)NCCCN2CCCC2=O)c(C)c1[N+](=O)[O-],1.4,/,2.9,-0.1,4.4,-2.2,2.5,-3.7,-0.9,/
Cc1cc(C)c(NS(=O)(=O)c2ccc3c(c2)NC(=O)C(C)C(=O)N3)c(C)c1 (centres undefined),-2.8,1.5,3.5,i,4.8,1.8,-0.3,-2.5,1.8,1.2
CCCNS(=O)(=O)c1cc(Br)cc2c1N(C(=O)CC)CC2,-4.3,5.0,1.1,i,5.5,-1.9,-1.0,-6.8,-0.8,-6.0
O=S(=O)(c1cccc(-c2nnco2)c1)N1CCCC1,-0.5,-0.6,-1.0,i,9.7,-0.7,-0.2,-7.1,3.0,-1.0
Cc1[nH]c2ccccc2c1/C=C/c1cc[n+](C)cc1,/,36.7,-27.8,-0.2,10.0,-456.1,/,10.5,-69.4,-8.1
COc1ccc(CCNCC(O)c2ccccc2)cc1 (centres undefined),-2.4,6.7,5.8,-0.4,-2.5,-9.1,0.4,-6.0,/,4.2
Cc1ccc(CNC(=O)CNC(=O)[C@@H]2Cc3ccccc3CN2C(=O)OC(C)(C)C)cc1,6.9,-17.2,3.0,-0.3,8.1,1.3,0.4,-4.7,1.1,1.8
Cc1ccc(/C(O)=C/c2nc3ccccc3oc2=O)cc1,-1.9,1.5,-0.8,-0.9,24.4,-271.7,2.4,1.5,-2.6,5.0
CCCN1CNc2c(c(=O)[nH]c(=S)n2CCc2ccccc2)C1,-2.6,9.8,-1.3,1.6,0.6,-0.5,3.1,-0.4,/,5.9
COc1cccc2[nH]c(C(=O)NCCCN3CCCC3=O)cc12,-5.8,16.6,59.0*,-0.4,-0.8,5.3,-0.4,-5.3,5.3,-2.5
COc1ccc(C2/C=C\CN(C(=O)c3ccccc3)CC(=O)N2Cc2ccc(F)cc2)cc1 (centres undefined),1.1,11.1,-1.7,i,9.4,10.5,2.5,5.4,0.2,/
C#CCNC(=O)C1=C[C@@H](c2ccc(C#C)cc2)C[C@@H](OCCCCO)O1,-12.3,/,3.8,-2.9,6.7,-1.3,0.5,6.0,1.5,/
CCOC(=O)Cn1nc(-c2ccccc2)c2cnc3ccc(CC)cc3c21,-6.8,18.8,4.9,0.2,8.0,-4.2,-0.3,-8.0,-0.7,4.3
# Continuation.
SMILES,Rv3671c protease,DUSP3 inh,Mtb FBA inh,BH1578 lux ind,GDH-TPI inh,MazEF act,UGM FP inh,SSB-PriA inh,BioA inh,SARS 3CLpro inh
CCOC(=O)C1CCN(C(=O)/C=C/c2ccc(S(=O)(=O)N3CCOCC3)cc2)CC1,1.2,/,-2.0,i,-4.4,2.6,-0.2,0.8,-0.2,/
O=S(=O)(NNc1ccc(Cl)nn1)c1ccc(F)cc1,3.3,13.3,2.7,-0.6,-7.8,3.2,-0.1,-15.9,0.5,-0.3
CCN1CCN(C(=O)/C=C\C(=O)O)CC1,-3.4,-5.5,4.8,5.3,-0.3,2.5,-0.2,-7.2,-0.7,-1.1
OCCC1CN(Cc2ccc3ncccc3c2)CCN1Cc1ccccc1 (centres undefined),-4.8,26.4,2.4,i,-3.8,15.4,-0.9,-0.8,/,-0.6
Cc1nc2ccccc2c2oc(C(=O)N3CCC(N4CCCCC4)CC3)cc12,-10.8,16.5,1.6,-0.2,3.4,-3.0,-1.8,-0.1,-1.4,2.2
O=C(c1ccco1)N1CCN(S(=O)(=O)c2ccc(C3CCCCC3)cc2)CC1,-4.2,-1.5,0.6,/,1.0,-11.0,0.4,-8.4,0.3,0.0
CC(C)N1CCN(Cc2cnc(-c3ccccc3)s2)CC1CCO (centres undefined),6.3,17.0,1.9,3.3,-2.3,8.9,-2.3,6.5,-1.8,-0.5
Cc1cc(C)c(NC(=S)NC(=O)c2ccccc2)cc1C,/,/,0.1,i,13.3,1.9,/,/,-0.5,/
CCN(CC)c1ccc(NC(=O)Cn2c(C(C)NC(=O)c3ccc(C)cc3)nc3ccccc32)cc1 (centres undefined),/,8.4,2.8,-0.4,-2.4,-24.5,/,-10.2,-1.0,3.8
CCOC(=O)c1[nH]c(C)c(C(=O)/C=C/c2ccc(C(=O)O)cc2)c1C,-4.0,-19.2,-1.2,-0.5,8.6,3.3,0.4,-2.7,-0.8,-1.2
Cc1ccc2ccccc2c1C(O)c1ncc(-c2cccc(F)c2)[nH]1 (centres undefined),/,/,3.0,-0.6,6.6,/,/,/,1.2,/
CCCN1CCC(NCc2cn(C)nc2-c2ccc(Oc3ccccc3)cc2)CC1,1.5,25.3,1.7,-0.5,15.5,0.9,-1.0,5.3,/,4.0
CCCn1nc2cc(C(=O)NCCc3cccs3)ccc2c1OCC,0.7,5.4,54.7*,i,18.7,2.7,3.1,6.8,-1.9,9.5
c1ccc(CSc2cc3ccccc3[nH]2)cc1,5.7,/,0.4,0.1,2.6,7.9,1.2,-24.8,-1.2,/

# Only part of the results is shown (hit frequency here may not be typical).
